# HCV core dimer: HCV core protein dimerization inhibition | TR-FRET GST/Flag-core106 dimerization, 1536-well | inhibition, % at 5 µM | 300,000 compounds, 0.33% hits;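 active = inhibition above the mean of all tested compounds plus 3 SD, set per screening campaign, cut at about 45% in these data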
#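 Material: GST/Flag-tagged HCV core106 proteins. Incubation: 4 h, 22.5 °C incubation. Read-out basis: inhibition (%) from 671 over 617 nm ratio. Measured by: TR-FRET, excitation 340 nm, emission 617 and 671 nm.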
# PP5 inh: inhibitors of human protein phosphatase 5 (PP5) | P53041 | purified PP5c, OMFP substrate fluorescence | inhibition, % at 6.7 µM | 320,000 compounds, 0.18% hits;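 active = inhibition above the campaign's mean inhibition across all tested compounds plus 3 SD, cut at about 9.5% in these data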;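 note: 0% = DMSO only and 100% = 100 µM cantharidin control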
# Target sequence (P53041 whole entry, looked up): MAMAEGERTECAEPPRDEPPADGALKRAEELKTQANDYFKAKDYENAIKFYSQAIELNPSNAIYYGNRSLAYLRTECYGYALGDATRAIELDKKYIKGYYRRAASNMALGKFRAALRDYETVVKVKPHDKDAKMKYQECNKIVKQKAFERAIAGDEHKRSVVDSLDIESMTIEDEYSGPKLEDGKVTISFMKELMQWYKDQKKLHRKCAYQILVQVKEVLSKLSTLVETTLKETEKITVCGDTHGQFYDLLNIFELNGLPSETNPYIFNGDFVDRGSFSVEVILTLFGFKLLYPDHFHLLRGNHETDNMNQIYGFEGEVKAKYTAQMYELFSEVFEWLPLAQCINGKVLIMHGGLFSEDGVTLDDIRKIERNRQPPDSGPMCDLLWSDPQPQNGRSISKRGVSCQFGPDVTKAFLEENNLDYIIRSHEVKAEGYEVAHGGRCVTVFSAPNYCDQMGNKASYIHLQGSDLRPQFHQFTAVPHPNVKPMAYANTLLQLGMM
# PP1 counter: blocks human PP1-alpha phosphatase, a PP5 counter-screen | P62136 | purified PP1alpha, OMFP fluorescence | inhibition, % at 6.7 µM | 320,000 compounds, 0.9% hits;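 active = inhibition above the mean inhibition of all tested compounds plus 3 SD, computed separately for each screening campaign, cut at about 15% in these data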
# PAFAH2 inh: inhibitors of human PAFAH2 | recombinant PAFAH2, FP-rhodamine activity probe, fluorescence polarization | inhibition, % at 3.39 µM | 340,000 compounds, 0.99% hits | AID 492956;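 active = inhibition above the mean over all tested compounds plus 3 SD, cut at about 30% in these data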;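 note: inhibitors block probe labeling of enzyme so polarization drops; 0% = enzyme with DMSO and 100% = wells lacking PAFAH2 protein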
# Fh CTSL1 inh: blocks F. hepatica cathepsin L1 in PFM18AAP counter-screen. 300,000 compounds, 0.49% hits. inhibition, % at 5.96 µM. AID 1906. recombinant F. hepatica cathepsin L1, Z-Leu-Arg-MCA fluorescence;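 active = inhibition above the mean of all tested compounds plus 3 SD, set per screening campaign, cut at about 17% in these data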;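 note: 0% = plate median of test compound wells and 100% = 1 µM Z-Phe-Ala-diazomethylketone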
# procasp7 counter: activates human procaspase-7, counter-screen for procaspase-3 activators | 330,000 compounds, 0.093% hits | recombinant procaspase-7, Ac-DEVD-pNA absorbance 405 nm; D23A/D198A/D206A triple mutant, cannot self-cleave; scale: DMSO 0, 5 µM enzyme 100 | activation, % at 8.5 µM | P55210 | AID 463210;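 active = percent activation above the screen-wide mean plus 3 SD, cut at about 25% in these data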
# Target sequence (P55210 whole entry D23A/D198A/D206A): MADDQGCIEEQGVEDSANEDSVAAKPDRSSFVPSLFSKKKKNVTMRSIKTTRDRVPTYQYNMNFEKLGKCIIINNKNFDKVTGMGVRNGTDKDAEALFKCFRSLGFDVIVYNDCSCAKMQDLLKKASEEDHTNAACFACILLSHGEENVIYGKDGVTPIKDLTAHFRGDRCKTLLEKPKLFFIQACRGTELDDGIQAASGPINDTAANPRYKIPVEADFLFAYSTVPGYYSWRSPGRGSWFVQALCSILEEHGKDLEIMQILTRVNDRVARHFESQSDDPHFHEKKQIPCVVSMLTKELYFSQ
#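 Assay system: Uncleavable procaspase-7 mutant enzyme / Input: 2 µM procaspase-7 mutant as dispensed / Dosing: single nominal 8.5 µM compound dose, 0.8% DMSO final / Timing: 1 h enzyme–compound preincubation and 2 h substrate reaction, both 25 °C / Detection: p-Nitroaniline absorbance at 405 nm, read at 0 and 120 min / Replication: singlicate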
# AHR activator: activators of human aryl hydrocarbon receptor; P35869; 320,000 compounds, 2.5% hits; activation, % at 5 µM; AHR-responsive luciferase reporter cells, luminescence; in the data active = activation above about 47%;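 note: 0% = vehicle wells and 100% = reference agonist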
# TPT1 inhibitor: inhibitors of Candida albicans tRNA 2'-phosphotransferase TPT1. recombinant caTPT1, FP RNA substrate dephosphorylation. inhibition, % at 5 µM. 300,000 compounds, 0.81% hits;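 active = inhibition above the mean of all tested compounds plus 3 SD, set per screening campaign, cut at about 24% in these data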;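 note: plate controls were DMSO alone for no effect and ferristatin control at 100 nM for full effect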
# proCasp3 act: activators of human procaspase-3; 330,000 compounds, 0.11% hits; P42574; recombinant procaspase-3 D3A, Ac-DEVD-pNA absorbance 405 nm; activation, % at 8.5 µM;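 active = activation above the mean of all tested compounds plus 3 SD, cut at about 21% in these data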;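 note: 0% = DMSO alone and 100% = DMSO wells spiked with extra 5 µM PC-3 D3A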
# Target sequence (P42574 whole entry D9A/D28A/D175A): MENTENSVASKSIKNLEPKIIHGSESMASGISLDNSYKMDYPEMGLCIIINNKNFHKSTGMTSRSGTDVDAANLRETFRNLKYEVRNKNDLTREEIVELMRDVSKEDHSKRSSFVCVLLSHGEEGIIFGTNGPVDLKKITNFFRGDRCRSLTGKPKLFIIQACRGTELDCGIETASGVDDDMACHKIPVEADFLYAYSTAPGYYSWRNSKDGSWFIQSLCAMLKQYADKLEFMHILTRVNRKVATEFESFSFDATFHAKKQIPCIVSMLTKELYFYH
#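 Technique: 405 nm absorbance of p-nitroaniline, reads at 0 and 120 min; Test system: Procaspase-3 D3A mutant; Incubation: 1 h enzyme-compound preincubation, then 2 h substrate reaction, 25 °C; Repeats: singlicate, each compound tested once; Benchmarks: low control DMSO wells, high control DMSO plus 5 µM PC-3 D3A.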
# * = called active by the depositor; / = no result given. Not a hit list; any-hit rate near 5.6%.
SMILES,HCV core dimer,PP5 inh,PP1 counter,PAFAH2 inh,Fh CTSL1 inh,procasp7 counter,AHR activator,TPT1 inhibitor,proCasp3 act
COCCn1c(SCC(=O)N2CCCCC2)nc2c(c1=O)SCC2,5,2.0,-4,-1,3,-5,-3,1,0
Cc1[nH]c2ccccc2c1/C=N/NC(=O)c1cccc(F)c1,-4,2.5,-2,-9,4,4,43,-1,-3
O=C(NN1CCOCC1)c1ccc(Cl)s1,-5,1.3,1,-5,0,0,0,-6,-1
COc1ccc(OC)c(NC(=O)c2ccc(OCC(=O)N3CCOCC3)c(OC)c2)c1,2,-1.1,-10,0,-2,6,-3,-1,-3
CCC1CCc2sc(C(=O)NCC(c3ccc(OC)cc3)N3CCCC3)cc2C1 (configuration not stated),-1,1.7,3,-1,5,6,-3,1,1
COc1cc(/C=N/N=C2/C(=O)Nc3ccccc32)ccc1O,-30,2.4,-2,8,6,4,20,-4,10
O=C(CCNC(=O)c1ccc([N+](=O)[O-])cc1)NNC(=O)c1ccccc1F,/,1.8,-3,5,/,-2,1,/,3
Cn1c(N)c(C(=O)COC(=O)CCc2ccccc2)c(=O)n(C)c1=O,-1,0.8,-3,1,-4,3,1,-2,-5
O=C(Nc1nc2ccccc2n1CCN1CCCCC1)c1ccc(Cl)cc1,6,0.3,-2,/,-1,-5,11,-5,12
O=C(O)c1cccc(S(=O)(=O)Nc2ccccc2Cc2ccccc2)c1,9,-2.1,-2,2,0,8,-1,0,2
COC(=O)c1ccc(NC(=O)CN2CCN(c3ccccc3)CC2)cc1,-3,0.5,-1,-1,3,1,0,-3,3
CCN(c1ccccc1)S(=O)(=O)c1ccc(N)c(OC)c1,-5,0.9,0,-5,-7,1,-2,1,-1
Cc1ccc(-c2c(C)n([O-])c3c([n+]2=O)CCCCC3)cc1,-1,-1.5,-4,-3,2,-5,2,-2,2
Cc1ccccc1NC(=S)NCc1ccc2c(c1)cc(C)n2C,7,4.4,3,8,-2,-11,3,-1,-4
CCOC(=O)C1=C(CS(=O)(=O)c2ccccc2)NC(=O)NC1c1ccccc1OC (configuration not stated),7,0.5,0,3,1,0,4,-1,7
O=C(c1ccc(F)cc1)N1CCOC(c2nc(-c3ccc(F)cc3)no2)C1 (configuration not stated),0,1.9,4,9,3,6,6,-1,4
Cc1nnc(SC(C)C(=O)Nc2ccc(S(=O)(=O)N3CCCCC3)cc2)s1 (configuration not stated),6,1.3,-1,4,-3,-5,7,1,-3
CCOc1ccccc1NC(=O)COc1cccnc1[N+](=O)[O-],/,/,/,-7,/,0,31,/,3
C[C@H]1C[C@H]2[C@@H]3CCC4=CC(=O)C=C[C@]4(C)[C@@]3(Cl)[C@@H](O)C[C@]2(C)[C@@]1(O)C(=O)CO,11,2.1,-4,13,-4,1,12,-8,6
C=CCc1cccc2cc(C(=O)NCc3cccnc3)c(=O)oc12,3,-1.0,-2,4,2,-11,8,1,-5
CCOC(=O)C1CCCN(C(=O)CN2C(=O)c3ccccc3C2=O)C1 (configuration not stated),0,0.4,-6,-2,9,-10,1,0,7
O=C(NCc1ccco1)C(C(=O)c1ccc(F)cc1)n1ccccc1=O (configuration not stated),-1,1.3,0,3,0,1,-2,0,-6
COc1ccccc1NC(CC(=O)c1ccccc1)C(=O)OCC(=O)c1ccc(Br)cc1 (configuration not stated),11,3.4,2,-1,2,-15,18,3,-22
CC(=O)Nc1ccc2nc(SCC(=O)Nc3ccc(N4CCOCC4)c(Cl)c3)sc2c1,1,2.1,-3,-6,-4,9,10,1,0
COc1cc(OC)cc(C(=O)NCCNC(=O)c2ccco2)c1,-6,0.8,-3,-6,2,-3,3,-7,0
CC(=O)NC1CCN(C(=O)N2CCCC2)CC1,0,1.1,-5,1,-1,1,-3,1,-3
Cc1sc2nc(NCCO)[nH]c(=O)c2c1C,-1,1.1,-2,8,0,7,37,1,-2
CCN1CCCC1CNCc1ccc(Cl)cc1Cl (configuration not stated),-10,4.8,-5,-2,-12,0,16,3,-7
CC(C)[C@H](NS(=O)(=O)c1cccc(C(F)(F)F)c1)C(=O)OCC(=O)NC(=O)NCc1ccco1,/,/,/,1,/,4,-1,/,4
COc1cc(/C=C/C(=O)OCC(=O)NCCc2ccccc2)cc(OC)c1OC,3,-1.6,-2,15,1,-9,1,-4,-2

# The closing 5 compounds of the section above come first, to join the parts:
SMILES,HCV core dimer,PP5 inh,PP1 counter,PAFAH2 inh,Fh CTSL1 inh,procasp7 counter,AHR activator,TPT1 inhibitor,proCasp3 act
CC(=O)NC1CCN(C(=O)N2CCCC2)CC1,0,1.1,-5,1,-1,1,-3,1,-3
Cc1sc2nc(NCCO)[nH]c(=O)c2c1C,-1,1.1,-2,8,0,7,37,1,-2
CCN1CCCC1CNCc1ccc(Cl)cc1Cl (configuration not stated),-10,4.8,-5,-2,-12,0,16,3,-7
CC(C)[C@H](NS(=O)(=O)c1cccc(C(F)(F)F)c1)C(=O)OCC(=O)NC(=O)NCc1ccco1,/,/,/,1,/,4,-1,/,4
COc1cc(/C=C/C(=O)OCC(=O)NCCc2ccccc2)cc(OC)c1OC,3,-1.6,-2,15,1,-9,1,-4,-2
COC(=O)Cc1c(C)c2ccc(OCC(=O)N3CCC(C)CC3)c(C)c2oc1=O,3,3.2,-3,5,-2,5,-1,-1,1
COc1ccc(Cn2nnc3c(=O)[nH]c(C(=O)NCCc4ccc(F)cc4)nc32)cc1OC,4,3.8,5,10,-2,0,-3,-3,-5
COc1ccc(CCN(C)C(=O)N2CCOCC2)cc1OC,-8,1.6,3,1,-3,13,2,3,11
NC(=O)c1sc2nc(N3CCCCC3)c3c(c2c1N)CCCC3,2,4.6,2,-1,1,-10,23,-1,0
COCc1[nH]c(=S)c(C#N)cc1C(=O)OC,2,0.0,1,-5,5,-24,2,-2,-10
Cn1c(=O)c2c(nc(Sc3ncnn3CC(=O)N3CCOCC3)n2C)n(C)c1=O,-1,1.9,-3,3,9,-4,3,-5,6
COc1cc(C)nc(N2CCC(C(N)=O)CC2)n1,5,-1.9,-4,4,-4,3,1,0,6
COc1ccc(OC)c(C2CC(c3ccc(NS(C)(=O)=O)cc3)=NN2C(=O)c2ccccc2)c1 (configuration not stated),-5,5.0,2,-1,-2,-4,14,-2,0
CC1(C)CC(NC(=O)c2ccc(-c3ccc([N+](=O)[O-])cc3)o2)CC(C)(C)N1,3,-0.8,0,3,3,-11,3,-4,-19
Cc1ccc(C(=O)CCC(=O)OCC(=O)NNC(=O)c2ccc([N+](=O)[O-])cc2)cc1,/,0.2,2,3,/,5,0,/,-2
Cc1cc(NC(=S)N(CCN2CCOCC2)Cc2ccccc2F)ccc1Cl,1,2.7,1,7,7,0,3,0,3
CCOCC(=O)Nc1cc(C(=O)Nc2cccc(C)c2C)ccc1Cl,-14,-0.5,-1,2,-1,0,0,-5,0
CCn1c(NCc2ccccn2)nc2c1c(=O)n(C)c(=O)n2C,-1,4.1,1,-3,0,24,0,-1,3
Cn1c(=O)n(C)c2cc(S(=O)(=O)NCCc3ccccc3)ccc21,3,0.3,-5,5,-2,6,0,-1,1
Cc1ccc(NC(=O)CNC(=O)c2ccco2)cc1Cl,-9,5.1,-2,2,-1,-6,15,-3,11
O=C(NCC(c1ccco1)N1CCOCC1)c1ccc(Cl)cc1 (configuration not stated),-2,-0.2,-3,3,5,5,0,-1,3
O=C1CC(C(F)(F)C(F)(F)C(F)(F)F)=Nc2ccccc2N1,-3,0.9,0,-7,-1,3,-1,-5,-7
COc1cc(C(=O)Nc2cc(S(C)(=O)=O)ccc2Cl)ccc1OCC(=O)N1CCOCC1,/,1.6,-3,-2,/,16,-1,/,6
O=C(c1cccc(N2C(=O)C3C4C=CC(C4)C3C2=O)c1)N1CCN(c2ccc(F)cc2)CC1 (configuration not stated),3,-0.6,-2,-1,6,7,-1,2,4
CCCNC(=O)c1ccc2c(c1)S(=O)(=O)c1ccccc1C2=O,7,3.2,-1,-2,-2,-2,6,6,0
CC(=O)Nc1ccc2c(COC(=O)[C@@H](NS(=O)(=O)c3ccc(C)cc3)C(C)C)cc(=O)oc2c1,/,/,/,-3,/,-1,-1,/,4
COc1ccc(S(=O)(=O)N2CCN(C(=O)CC3CC4CCC3C4)CC2)cc1 (configuration not stated),/,2.3,-2,5,/,0,1,/,-7
C=C[C@]1(C)C=C2CCC3[C@](C)(CCC[C@@]3(C)C(=O)O)C2CC1 (some centres not stated),7,0.8,5,43*,4,6,-2,0,4
Cc1nnc(SCC2=C(C(=O)O)N3C(=O)C(NC(=O)Cn4nc(C)c(Cl)c4C)C3SC2)s1 (configuration not stated),2,-2.2,-2,7,-3,-34,-1,0,-13
C/C(=N\Nc1nc(N)cc(Cl)n1)c1cccc([N+](=O)[O-])c1,4,0.1,-2,-1,1,-2,18,-2,4
COc1ccc([N+](=O)[O-])cc1NC(=O)C(C)OC(=O)CN1C(=O)C2CC=CCC2C1=O (configuration not stated),2,1.7,-5,3,6,5,3,-2,-8
O=C(CCc1ccccc1)NCCSc1ccccc1,3,4.6,-1,-1,0,6,6,2,7
O=C(COC(=O)c1cc(S(=O)(=O)N2CCOCC2)ccc1F)Nc1cc([N+](=O)[O-])ccc1F,/,/,/,5,/,14,1,/,-4
CC(=O)N1c2ccc(S(=O)(=O)N3CCCC(C(=O)N4CCC(C)CC4)C3)cc2CC1C (configuration not stated),-14,1.2,0,2,-1,-10,0,3,-3
CCn1ccc(C(=O)Nc2ccsc2C(=O)OC)n1,-5,-8.4,-1,1,-1,-2,17,2,1
CC(=O)c1cnc(Nc2cccc(Cl)c2Cl)s1,16,-4.7,0,0,1,5,3,0,-8
O=C(CCSc1nnc2scc(-c3ccccc3)n12)Nc1nc(-c2ccccc2)ns1,2,2.1,-4,-10,6,2,1,2,-2
C=CCNC(=O)c1onc(CSc2ccccc2)c1C(=O)O,-7,1.9,0,15,4,3,0,-3,11
COc1cc(C(=O)Nc2ccc3c(c2)N(C(=O)CCN(C)C)c2ccccc2CC3)cc(OC)c1OC,-4,2.0,2,2,-1,-1,4,-8,2
Cc1cc(O)c(NC(=O)c2cccc([N+](=O)[O-])c2)cc1C,0,2.1,-3,-6,0,9,15,-3,-1
COc1cccc(-c2nnc3sc(-c4cccs4)nn23)c1,9,3.6,2,6,2,9,-19,-4,2
O=C(CCC(=O)N1CCOc2ccccc21)Nc1ccccc1Br,-8,-0.2,4,-5,3,-1,25,-2,7
S=c1[nH]nc(-c2ccco2)n1/N=C/c1c(Cl)cccc1Cl,3,-1.9,-1,19,2,-13,1,1,-18
CCOC(=O)N1CCN(C(=O)C2CCN(S(=O)(=O)c3ccc(Cl)cc3)CC2)CC1,-11,4.0,1,6,3,0,-1,-4,8
Cc1ccc(C)c(NC(=O)CN(C)C(=O)[C@@H](NC(N)=O)C(C)C)c1,-2,-1.6,6,0,-1,4,1,0,10

# Screening results deposited in PubChem by The Scripps Research Institute Molecular Screening Center.
